Compound activity: PubChem, several laboratories
CSN deneddyl inh = blocks human CSN-mediated cullin deneddylation; 360,000 compounds, 0.38% hits; Purified CSN, SCF-Nedd8-OG deneddylation, fluorescence polarization; inhibition, % at 12.5 µM; Q92905; AID 651999;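 active = pattern-corrected inhibition above about 35%, with an unprinted fluorescence ratio check between 0.5 and 1.5, limit read from the data, passing the limit was not always enough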;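 note: 0% = enzyme with substrate and 100% = substrate without enzyme; some results filed as inactive read as strong as hits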
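Test system: Human Csn5 produced in HEK293T cells | Compound: 12.5 µM single point | Times: 90 min, room temperature | Signal: Fluorescence polarization readout | Read-out basis: % inhibition of substrate cleavage by Csn5 | Controls: no-enzyme wells high, enzyme-with-substrate wells low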
SUMO1 PPI mod = alters human SUMO1 binding to SIM partners. AID 602429. inhibition, % at 20 µM. P63165. SUMO1 binding to a labelled peptide, TR-FRET, 1 h. 360,000 compounds, 0.33% hits; in the data active = inhibition above about 37%
Target sequence (P63165 whole entry, looked up): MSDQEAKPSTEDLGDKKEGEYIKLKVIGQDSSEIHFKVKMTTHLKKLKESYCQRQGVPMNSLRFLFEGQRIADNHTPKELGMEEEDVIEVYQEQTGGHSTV
MsrA inh = bovine MsrA inhibition | AID 651718 | inhibition, % at 15.5 µM | 360,000 compounds, 0.75% hits | purified bovine MsrA, absorbance read-out; in the data active = inhibition above about 4.5%;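 note: 0% = vehicle wells with enzyme and 100% = reference inhibitor wells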
LMPTP inh = LMPTP (human) inhibition; P24666; recombinant LMPTP-A, OMFP fluorogenic substrate, fluorescence intensity; inhibition, % at 20 µM; 360,000 compounds, 0.22% hits; AID 651560;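 active = compounds that cut the enzyme signal by at least half of the control window in the single-dose screen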;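 note: plate controls were DMSO wells with enzyme plus substrate for no effect and substrate without enzyme for full effect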
Target sequence (P24666 whole entry, looked up): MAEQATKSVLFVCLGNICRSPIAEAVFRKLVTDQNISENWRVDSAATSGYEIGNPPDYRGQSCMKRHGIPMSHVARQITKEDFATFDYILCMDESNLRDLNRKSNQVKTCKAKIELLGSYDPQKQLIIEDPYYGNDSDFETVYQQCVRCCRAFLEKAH
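Test system: LMPTP-A phosphatase enzyme. Amount: LMPTP-A at 0.625 nM final in the reaction. Reagent: OMFP substrate, 400 µM final. Times: 50 min at room temperature. Signal: endpoint fluorescence intensity from OMFP dephosphorylation. Read-out basis: % inhibition. Benchmarks: no-enzyme and uninhibited controls.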
STEP inh = inhibitors of human striatal-enriched phosphatase STEP. inhibition, % at 20 µM. P54829. 360,000 compounds, 0.25% hits. recombinant STEP, OMFP fluorogenic substrate, fluorescence;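 active = inhibition at 20 µM, scaled per plate between control wells, above about 37%, limit read from the data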;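 note: 0% = DMSO with enzyme and substrate and 100% = substrate only without enzyme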
Target sequence (P54829 whole entry, looked up): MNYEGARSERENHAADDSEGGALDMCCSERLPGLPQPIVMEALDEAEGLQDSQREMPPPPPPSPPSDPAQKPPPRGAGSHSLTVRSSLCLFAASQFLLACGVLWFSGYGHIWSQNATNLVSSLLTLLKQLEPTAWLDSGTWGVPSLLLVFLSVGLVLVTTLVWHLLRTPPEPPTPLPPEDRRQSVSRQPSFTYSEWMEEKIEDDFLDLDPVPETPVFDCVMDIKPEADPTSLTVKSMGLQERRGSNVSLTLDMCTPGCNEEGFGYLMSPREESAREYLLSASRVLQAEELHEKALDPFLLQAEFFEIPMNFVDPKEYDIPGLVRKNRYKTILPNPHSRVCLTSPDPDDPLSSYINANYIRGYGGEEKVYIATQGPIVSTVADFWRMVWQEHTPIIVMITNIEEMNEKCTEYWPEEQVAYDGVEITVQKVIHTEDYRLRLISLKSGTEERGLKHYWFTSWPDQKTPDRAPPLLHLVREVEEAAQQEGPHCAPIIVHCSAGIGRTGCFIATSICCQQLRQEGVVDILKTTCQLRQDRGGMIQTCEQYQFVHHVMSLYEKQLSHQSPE
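System: STEP phosphatase, cell-free reaction; Buffer or medium: Bis-Tris pH 6.0 buffer with DTT, detergent; Incubation: 20 min at room temperature, dark; Measured by: fluorescence, 480/540 nm.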
TbMetRS inhib = blocks T. brucei methionyl-tRNA synthetase activity; purified T. brucei MetRS, ATP depletion, Kinase-Glo luminescence; inhibition, % at 11.9 µM; 360,000 compounds, 0.4% hits;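 active = inhibition above a per-plate cutoff of the control wells' mean inhibition plus 3 SD, cut at about 5.5% in these data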;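 note: 0% = DMSO wells median and 100% = median of wells with control inhibitor compound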
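Material: parasite MetRS enzyme / Replication: singlicate, one well per compound / Signal: luminescence of leftover ATP / Schedule: 2 h aminoacylation at 25 °C after 15 min preincubation / Medium: HEPES-MgCl2-KCl buffer plus DTT, spermine, BSA, pyrophosphatase / Doses: 11.9 µM single point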
Scp1 inh = inhibitors of human Scp-1 phosphatase; inhibition, % at 20 µM; AID 493091; Q9GZU7; 340,000 compounds, 0.88% hits; Recombinant Scp1, phosphopeptide, malachite green phosphate absorbance;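 active = inhibition above about 50% at 20 µM, limit read from the data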;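 note: plate controls were DMSO wells with enzyme for no effect and wells lacking enzyme for full effect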
Target sequence (Q9GZU7 76-261 limits assumed): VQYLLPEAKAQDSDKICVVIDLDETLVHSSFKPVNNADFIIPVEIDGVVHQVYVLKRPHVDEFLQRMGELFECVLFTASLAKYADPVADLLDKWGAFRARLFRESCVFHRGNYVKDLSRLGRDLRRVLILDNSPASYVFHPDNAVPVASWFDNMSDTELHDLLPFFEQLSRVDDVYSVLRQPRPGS
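assay system = SCP-1 phosphatase catalytic domain, residues 76-261 | buffer or medium = 50 mM Tris acetate pH 5.5, 0.005% Tween-20, 10 mM MgCl2 | incubation = enzyme reaction 45 min at room temperature, colour 5 min, stabilisation 30 min | signal = Phosphate-binding colour reagent, absorbance read at 630 nm | measure = % inhibition at 20 µM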
NadD inh = blocks S. aureus nicotinate mononucleotide adenylyltransferase; purified NadD enzyme, colorimetric absorbance read-out; inhibition, % at 20 µM; 360,000 compounds, 0.78% hits; in the data active = inhibition above about 26%; note: some compounds past the cut are filed as inactive
Rpn11 inh = inhibitors of human proteasome Rpn11 | human 26S proteasome, Ub4-pepOG fluorescence polarization; 20S core pre-blocked with epoxomicin | 360,000 compounds, 0.59% hits | O00487 | calls only at 20 µM;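 active = inhibition at 20 µM, scaled to each plate's controls, above about 33%, limit read from the data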
DNMT1 block = DNMT1 (human) enzyme inhibition. inhibition (reported as % activation of signal), % at 10 µM. AID 588458. DNMT1 molecular beacon, Hinp1I cleavage, fluorescence. 360,000 compounds, 0.83% hits. P26358; in the data active = inhibition above about 50%
Starred values were filed as active, the others as inactive; i = inactive; . = no result given; & = joins results of further samples.

Results follow in this order: CSN deneddyl inh	SUMO1 PPI mod	MsrA inh	LMPTP inh	STEP inh	TbMetRS inhib	Scp1 inh	NadD inh	Rpn11 inh	DNMT1 block
Cc1cccc(NC(=O)COC(=O)c2ccc3c(=O)n4c(nc3c2)CCC4)c1
    -7	-2	-0.4	-0.3	0	0.6	-10	3	i	2
CC12CC(NC(=O)N1c1cccc(C(=O)NCc3ccccn3)c1)c1ccccc1O2 (configuration not stated)
    -2	2	0.5	-0.7	0	-0.1	-2	3	i	0
COc1ccc(C(NC(=O)/C=C\c2ccco2)c2ccc(OC)c(OC)c2)cc1 (configuration not stated)
    10	-7	0.5	1.0	0	-0.3	13	17	i	-2
CCCSc1cc(NCCOC(=O)CCC)c([N+](=O)[O-])c2nonc12
    -1	-22	1.0	-0.1	0	0.5	-10	2	i	4
Cc1nc2ccccc2c(=O)n1/N=C/c1cn[nH]c1-c1ccccc1
    -3	1	0.0	-2.1	2	-0.2	-13	-5	i	0
Cc1ccc(C(=O)COC(=O)c2cn3ccccc3n2)cc1
    1	-3	-0.3	0.0	0	3.1	-5	0	i	1
O=C(NCC(c1cccnc1)N1CCN(c2ccccc2F)CC1)c1cccc(Cl)c1 (configuration not stated)
    -3	-1	0.7	-0.2	0	-0.1	3	7	i	-3
CCN(C(=O)COC(=O)c1n[nH]c2ccccc12)c1ccccc1
    3	2	-0.4	2.0	3	-0.2	5	3	i	-9
COc1ccccc1CNC(=O)CCN1C(=O)c2ccccc2C1=O
    1	0	1.0	-0.6	1	-0.2	-15	-5	i	0
CC(C)c1csc(CN2CCN(Cc3ccccc3)C(CCO)C2)n1 (configuration not stated)
    -2	-1	1.9	0.1	-4	-0.3	-12	-7	i	0
COc1ccc(OC(C)C(=O)Nc2ccccc2F)cc1 (configuration not stated)
    -2	0	-0.6	0.2	-3	0.2	-5	-3	i	-1
Cc1cc(C(C)(C)C)cc(C)c1S(=O)(=O)N1CC(=O)Nc2ccccc21
    5	3	1.5	6.8	-2	-0.6	-4	-3	i	1
O=C(COC(=O)c1ccc(F)cc1)NCC1COc2ccccc2O1 (configuration not stated)
    -6	1	-0.6	-0.5	1	-0.3	-10	0	i	-3
CC1CCN(C(=O)C2CCN(C(=O)c3cc4sccc4n3Cc3ccc(F)cc3)CC2)CC1
    -1	-3	0.4	0.7	3	-1.0	2	1	i	3
O=C(NCC1CCOCC1)c1cc(COc2ccc(F)cc2F)on1
    2	-1	-0.4	-1.3	-1	-0.5	-5	-4	i	2
COc1cc(C)nc(Oc2ccc(OCCOc3ccc(C)cc3)nn2)n1
    5	0	-0.8	-0.7	-4	-0.1	4	-1	i	-1
Cc1ccccc1OC(=O)C1C(c2ccccc2)C(C(=O)O)C1c1ccccc1 (configuration not stated)
    0	4	0.9	-0.7	1	-0.5	-12	-1	i	-3
O=c1c([N+](=O)[O-])c[nH]c2ccccc12
    5	1	0.0	-1.7	-2	1.2	8	0	i	5
COC(=O)c1cc(Br)c(=O)n(-c2nccs2)c1
    -1	-11	1.8	0.1	0	0.5	0	3	i	5
CCCCNc1nc2ccccc2nc1Cl
    3	-5	0.1	-0.4	3	-0.9	-5	-2	i	4

The listing continues:
Results follow in this order: CSN deneddyl inh	SUMO1 PPI mod	MsrA inh	LMPTP inh	STEP inh	TbMetRS inhib	Scp1 inh	NadD inh	Rpn11 inh	DNMT1 block
O=C(OCn1nnc2ccccc2c1=O)C12CC3CC(CC(O)(C3)C1)C2
    3	-8	-0.3	-1.2	0	-1.6	-1	-2	i	7
COc1ccc2c(CC(=O)OCC(=O)NC(N)=O)coc2c1
    4	0	-1.0	-0.8	4	-0.5	-7	-6	i	-1
COc1ccc(NS(=O)(=O)c2cc(NC(=O)c3cnc(C)cn3)ccc2N2CCCCC2)cc1
    -9	0	0.6	3.7	0	-0.3	-2	9	i	-2
Cc1cc(C(=O)N/N=C\C(Br)=C\c2ccccc2)c(C)o1
    -5	-9	0.9	1.8	-2	0.7	-11	-3	i	-1
Cc1csc2nc(CSc3ccc(Cl)cc3)cn12
    4	1	.	0.1	1	-0.1	-2	12	i	-1
COc1ccc(N2Cc3cccc(C(=O)N4CCN(C(=O)c5ccco5)CC4)c3C2=O)cc1
    30	9	-0.1	10	3	0.9	92*	7	i	80*
N#CCCn1nc(-c2ccc(Cl)cc2)cc1Nc1ccccc1NC(=O)C(F)(F)F
    3	-3	-0.8	0.4	1	-0.9	-4	1	i	2
OC(c1cccc(Cl)c1)c1nccc2ccccc12 (configuration not stated)
    -3	-4	-0.7	-0.6	0	0.8	-1	0	i	3
C=CCNCCOCCOc1ccccc1-c1ccccc1
    4	-1	-1.5	-1.4	-3	-0.6	1	-5	i	0
CCCN(CCC)CCCNc1ccc(C(=O)Nc2cccc(OC)c2)cc1[N+](=O)[O-]
    -7	-26	-0.8	1.7	17	-0.2	-3	-3	i	1
COCC(=O)N1CCC(Oc2ccc(C(=O)NCc3cc(C(C)C)no3)cc2)CC1
    3	0	0.2	1.1	1	-0.2	1	-3	i	0
COc1cc2c(cc1OC)-c1cc(NC3CCCCCC3)nc(=O)n1CC2
    5	18	1.4	-5.1	2	-0.8	-1	5	i	-3
COc1cccc(C#Cc2ccc3c(c2)O[C@@H](CN(C)C(=O)c2ccccn2)[C@@H](C)CN([C@H](C)CO)S3(=O)=O)c1
    1	7	-0.3	-0.1	-2	0.1	.	-6	i	-6
COc1nccc(C(F)(F)F)c1C(=O)NC(=O)Nc1ccccc1
    3	4	0.7	-0.4	-1	-0.6	-23	-6	i	-1
CCC(C)(O)c1cnc(CC(C)C)c(=O)n1O (configuration not stated)
    -2	3	2.2	-1.4	-2	-0.4	.	2	i	0
CCN1C(=O)C(CC(=O)NCc2ccc(Cl)cc2)N(CC)C1=O (configuration not stated)
    5	0	.	-2.3	0	0.1	-6	-3	i	10
O=C(O)C1CCCN1C(=O)NC1CCCCC1 (configuration not stated)
    2	1	-0.3	-1.1	0	-0.4	-5	6	i	-1
Cc1oc(-c2ccc(Cl)cc2)[n+]([O-])c1C
    3	-3	-0.4	0.9	-2	-0.1	14	4	i	6
COc1cccc(CNn2cn[nH]c2=S)c1OCc1ccccc1
    0	2	-0.6	-12	0	-1.4	-4	-4	i	-1
COc1ccc(-n2nc(C(=O)O)c3ccccc3c2=O)cc1
    -4	-2	0.0	-1.1	-1	-1.2	-8	-4	i	1

Later entries
Results follow in this order: CSN deneddyl inh	SUMO1 PPI mod	MsrA inh	LMPTP inh	STEP inh	TbMetRS inhib	Scp1 inh	NadD inh	Rpn11 inh	DNMT1 block
CCOC(=O)N1CCN(S(=O)(=O)c2cc(-c3nn4c(C)nnc4c4ccccc34)ccc2C)CC1
    -3	7	0.0	-1.8	-2	-0.3	0	3	i	0
COc1ccccc1C(=O)NNC(=O)C(=O)NC(C)(C)C
    -7	3	0.9	-0.2	1	-0.2	-1	-3	i	0
CCCN=C1NC(=O)C(CC(=O)NCCc2ccc(OC)c(OC)c2)S1 (configuration not stated)
    2	2	-0.6	1.1	-2	-1.2	3	0	i	-1
CC(=O)c1ccc(NC(=O)CSc2nc(Nc3ccccc3)nc(N3CCOCC3)n2)cc1
    0	0	0.6	3.2	6	0.4	0	9	i	-2
Cc1[nH][nH]c(=O)c1C(c1c(C)[nH][nH]c1=O)c1cn(Cc2ccc(Cl)c(Cl)c2)c2ccccc12
    -1	14	0.5	3.3	1	0.7	-1	37*	i	30
COC(=O)c1ccccc1OCCCN(C)C
    -13	0	0.1	-1.5	2	0.0	-1	0	i	3
COC(=O)c1ccccc1NC1=C/C(=N\S(=O)(=O)c2cccs2)c2ccccc2C1=O
    16&8	-2&12	0.3	6.7&5.3	4&1	0.1&0.1	-16&-10	6&2	i	45&37
Clc1ccccc1-c1nn2c(-c3ccccn3)nnc2s1
    -2	7	-1.1	-0.1	-3	0.1	-2	3	i	2
COc1cc(/C=C(\C#N)C(=O)NCC2CCCO2)c([N+](=O)[O-])cc1OC (configuration not stated)
    2	-13	0.0	-1.2	0	-0.5	20	2	i	4
COc1cc(NC(=O)N[C@@H](Cc2c[nH]c3ccccc23)C(=O)O)c(C(=O)O)cc1OC
    -1	4	-1.4	0.5	4	-0.1	-12	-11	i	2
CCCCC(=O)/C=C/n1c(=S)oc2ccccc21
    7	6	0.2	-0.1	1	-0.2	-7	-2	i	37
CC(=O)Nc1ccc(NC(=O)c2cccc3c2-c2ccccc2C3=O)cc1
    -2	-27	0.2	0.3	0	-0.6	19	-3	i	2
CS(=O)(=O)N1CCN(c2ccccc2[N+](=O)[O-])CC1
    -10	-15	2.1	0.2	-1	1.8	-7	-2	i	5
O=S(=O)(Cc1ccccc1)Nc1ccc(F)cc1
    1	0	0.3	-0.1	1	-0.5	-8	-3	i	0
CCC(=O)NC(Nc1sc2c(c1C(=O)OC)CCCC2)(C(F)(F)F)C(F)(F)F
    -2	2	-0.2	-0.5	-1	-0.7	-4	-1	i	1
Cn1cnnc1SCC(=O)c1cc2ccccc2o1
    4	-11	-0.2	0.3	0	0.1	-9	0	i	-6
COc1ccc(C(=O)NCc2cn3ccsc3n2)cc1OC
    -3	2	0.1	-1.6	-2	-0.6	-1	6	i	-2
COc1ccccc1S(=O)(=O)CC(O)COc1ccccc1Cl (configuration not stated)
    6	1	-0.9	1.0	-1	-0.4	-8	0	i	2
Cc1cc2ccccn2c1C(=O)c1ccc(S(=O)(=O)N(C)C)cc1
    0	-26	-0.1	0.8	0	-0.8	4	-10	i	-1

Single records, as listed above.
Shown for O=C(NCC(c1cccnc1)N1CCN(c2ccccc2F)CC1)c1cccc(Cl)c1 (configuration not stated) → CSN deneddyl inh: -3; SUMO1 PPI mod: -1; MsrA inh: 0.7; LMPTP inh: -0.2; STEP inh: 0; TbMetRS inhib: -0.1; Scp1 inh: 3; NadD inh: 7; Rpn11 inh: i; DNMT1 block: -3
Shown for O=C(O)C1CCCN1C(=O)NC1CCCCC1 (configuration not stated) → CSN deneddyl inh: 2; SUMO1 PPI mod: 1; MsrA inh: -0.3; LMPTP inh: -1.1; STEP inh: 0; TbMetRS inhib: -0.4; Scp1 inh: -5; NadD inh: 6; Rpn11 inh: i; DNMT1 block: -1

Outcome played no part in choosing rows, and some 3.9% of all compounds hit somewhere here.
